Screening results deposited in PubChem by Broad Institute.
Cneo AK release = Cryptococcus neoformans lysis via adenylate kinase release; C. neoformans lysis, adenylate kinase release luminescence, 4 h; normalised: neutral wells 0, clomiphene wells 100; lysis activity, % at 15 µM; AID 651654; 0.2% of 360,000 active;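 active = mean lysis activity across replicates of at least 80%, whatever share of replicates individually reach that level; inactive = mean lysis activity below 80%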
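Test system: log-phase Cryptococcus neoformans yeast cells; Quantity: yeast cell density of 5 × 10^6 cells/mL; Buffer or medium: YPD; Doses: single compound concentration per well; Timing: 4 h at 37 °C static, read 1 h later; Measured by: AK luminescence; Read-out basis: lysis from increased AK signal; Control set: Clomiphene as positive control.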
GSIS activator = primary screen for activators of insulin secretion dependent on glucose, INS-1E cells, GLuc reporter luminescence; AID 743287; activation, % at 16.6 µM; 0.61% of 370,000 active; INS-1E GLuc reporter insulin secretion, 2-3 h;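 active = lowest replicate activation of at least 40%, so every replicate reaches that level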;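 also: 0% = median of neutral control wells and 100% = median of IBMX positive control wells; some compounds called inactive have numbers as strong as hits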
PglD inh = inhibitors of Campylobacter jejuni PglD acetyltransferase | inhibition, % at 12.5 µM | purified PglD enzyme, DTNB colorimetric CoA detection | 0.098% of 360,000 active; in the data active = inhibition above about 16%, passing the limit was not always enough; inconclusive = no clear call, values can overlap the other calls; also: strong numbers were not always called active
C2C12 statin = suppressors of simvastatin-induced myotoxicity in C2C12 myotubes; ATP luminescence, 48 h; scaled: DMSO 0, geranylgeraniol control 100; 0.78% of 330,000 active; rescue of ATP level, % at 7.49 µM;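 active = mean ATP rescue above about 67%, or every replicate alone reaching that limit, limit read from the data, passing the limit was not always enough; inconclusive = no clear call, values can overlap the other calls; inactive = mean under the limit and some replicate under it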;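 also: myotubes were challenged with 10 µM simvastatin during compound exposure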
F508del corr = correctors of CFTR F508del function in bronchial epithelial cells | activity (quench increase), % at 7.58 µM | 0.36% of 350,000 active | CFBE cells, YFP halide quenching; stimulated with forskolin plus potentiator P3; % fluorescence drop versus neutral controls;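 active = mean added fluorescence quench of at least 8% versus neutral control, with both replicates also reaching 8%; inconclusive = only one of the mean or replicate conditions met; inactive = mean below 8% and not both replicates reaching 8%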;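 also: cells transiently co-express mutant CFTR-F508del with the halide-sensitive YFP; corrector assay measuring rescue of mutant channel to the surface after 24 h compound exposure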
FN deposit inh = fibronectin deposition inhibition; AH1F fibroblasts, Alexa488-fibronectin deposition fluorescence, overnight; AID 743247; 0.086% of 350,000 active; inhibition, % at 12.6 µM;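 active = mean inhibition across replicates of 30% or more, regardless of how many single replicates reach that level; inconclusive = mean under 30% yet at least half of replicates reach 30%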;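 also: positive control wells lacked labelled fibronectin entirely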
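Material – AH1F fibroblast monolayer, labelled fibronectin deposition · Reagent – labelled fibronectin 24 nM · Timing – 1 h adhesion, overnight exposure · Measured by – fluorescence at 485 nm excitation, 525 nm emission · Read-out – inhibition of fibronectin deposition signal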
miR122 inh = miR-122 inhibition in Huh7 cells; Huh7 miR-122 Renilla luciferase sensor, 48 h; neutral wells = 0, positive control = 100; activation (reporter increase), % at 12.5 µM; 0.3% of 340,000 active; AID 602342;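 active = mean replicate activation score at least 90 and every replicate individually at or above 90; inconclusive = only one of the two criteria met; inactive = neither criterion met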;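 also: higher luciferase means less miR-122 activity so hits act as miR-122 inhibitors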
PGC1a acetyl inh = lowers PGC1a acetylation signal in U2OS cells; AlphaScreen anti-acetyl-lysine; with virally co-expressed GCN5 acetyltransferase; inhibition, % at 15.6 µM; 0.17% of 350,000 active;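 active = every replicate shows inhibition of at least 40%; inconclusive = mean inhibition at least 40% but some replicate below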;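 also: 0% = neutral control wells and 100% = positive control wells; some results beyond the cut were filed as inactive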
An asterisk follows results filed as active; ? = inconclusive; / = not tested or not shown; [ ] = another dose, or the depositor's remark.

SMILES	Cneo AK release	GSIS activator	PglD inh	C2C12 statin	F508del corr	FN deposit inh	miR122 inh	PGC1a acetyl inh
CCCn1c(NC(=S)Nc2ccccc2)nc2ccccc21	2	-6	-6	4	/	2	2	-12
O=C(C[C@@H]1CC[C@@H](NS(=O)(=O)c2ccc(F)cc2)[C@H](CO)O1)NCc1ccccc1F	/	3	/	/	3.0	-6	/	4
Clc1cccc(-c2nnc(-c3ccccc3)o2)c1	-6	/	0	2	/	/	0	-8
C[C@@H]1CN([C@H](C)CO)C(=O)c2cc(-c3ccc(F)cc3)cnc2O[C@H]1CN(C)Cc1ccc(F)cc1	/	-3	/	-8	0.1	4	4[16.7 µM]	-12
CC(C)CC#Cc1cnc2c(c1)C(=O)N([C@@H](C)CO)C[C@@H](C)[C@H](CN(C)Cc1ccccc1)O2	-3	-18	-2	32	-0.6	4	-7[16.7 µM]	-17
CNC(=O)COC(=O)c1cc(NC(=O)c2ccco2)c(OC)c(OC)c1	-7	/	/	2	/	-2	-2	12
COc1ccc(NC(=O)C2CCCN(C(=O)NC3CCCCC3)C2)cc1OC (stereo unspecified)	-2	/	-185	-2	/	4	-1	/
CCCOc1ccc(C(CC(=O)O)NC(=O)CC(c2ccccc2)c2ccccc2)cc1 (stereo unspecified)	/	-15	/	/	-1.5	16	-3	-2
CC1(C)N=C(N)NC(Nc2ccccc2Cl)=N1	1	46	4	-5	-0.8	-2	1	8
COc1ccc(-c2cc(C(F)F)n3ncc(C(=O)NCC4CCCO4)c3n2)cc1 (stereo unspecified)	-3	/	-17	-13	/	/	-4	-19
Cc1cc(C)c(S(=O)(=O)Nc2ccc(O)c(Sc3ncn[nH]3)c2)c(C)c1	-2	14	4	-6	/	/	-6	4
NC(=O)CSc1n[nH]c(-c2ccco2)n1	/	18	/	-4	0.1	-2	-1	4
COCC(=O)N1CCCCN2[C@H](C1)[C@@H](c1ccc(-c3ccccc3)cc1)[C@@H]2CO	-1	15	-1	/	-1.6	/	2[16.7 µM]	8
Cc1ccc(NC(=O)COc2cccc(-n3cnnn3)c2)cc1[N+](=O)[O-]	-1	-11	-2	-13	-1.4	8	/	/
Cn1nccc1C(=O)NC(=S)Nc1sc2c(c1C#N)CCCCC2	-7	17	6	-5	/	-4	-8	-1
CC(C)C#Cc1cnc2c(c1)C(=O)N([C@@H](C)CO)C[C@H](C)[C@@H](CN(C)C(=O)Nc1cccc(F)c1)O2	/	-36	/	/	1.0	3	/	5
CN(C)S(=O)(=O)c1ccc(C(=O)OCCn2cnc3c2c(=O)n(C)c(=O)n3C)cc1	0	2	0	-2	1.0	8	-2	-1
Cc1ccccc1N1CCN(C2CCCN(C(=O)c3ccnn3C)C2)CC1 (stereo unspecified)	1	-3	4	/	-2.0	1	/	1
COc1ccc(C)cc1N(C(=O)CNC(=O)c1ccco1)C(C(=O)NC1CCCC1)c1cccnc1 (stereo unspecified)	8	/	-2	8	/	13	-2	-22
COc1ccccc1/C=C/C(=O)OCC(=O)NCCC1=CCCCC1	-1	6	4	1	-0.8	3	-1	11
COc1ccc(CN(CC(=O)NCc2ccccc2)C(=O)CCC(=O)Nc2cc(C)ccn2)cc1	0	11	-1	-3	1.5	1	-2	-13
CCn1cc(C(=O)Nc2ncccc2O)c(=O)c2cc(F)c(N3CCN(C(=O)c4ccco4)CC3)cc21	-2	4	3	-33	1.4	-2	-7	3
COc1ccc(CN(C)C[C@H]2OCCCC[C@H](C)Oc3ccc(NC(=O)Nc4ccccc4)cc3C(=O)N([C@H](C)CO)C[C@H]2C)cc1	-2	-31	-2	/	0.3	-11	-2[16.7 µM]	19
CCS(=O)(=O)N1CCCC(C(=O)NC2CCCCC2C)C1 (stereo unspecified)	0	/	10	/	/	/	-1	-3
O=C(Nn1c(C2CCC2)nc2ccccc2c1=O)c1cccs1	-1	21	6	6	-1.3	15	-4	/
COc1ccc(CN(C(=O)c2cc(=O)c3cc(C)cc(C)c3o2)C2CCS(=O)(=O)C2)cc1 (stereo unspecified)	3	6	6	/	2.3	4	/	5
CCN(c1cccc(C)c1)c1ncnc2nc[nH]c12	1	25	0	39	-0.3	2	5	5
CCSc1nc(O)c(C2OC(=O)c3c2ccc(OC)c3OC)c(=O)n1CC (stereo unspecified)	0	/	2	-15	/	0	-2	8
C/C(=N\NC(=O)CSCc1ccc([N+](=O)[O-])cc1)c1cccc(Br)c1	0	-43	5	-3	/	9	0	/
COc1ccccc1-c1ccc([C@@H]2C[C@H]3[C@H](CON3C)CN2C(=O)c2ccco2)cc1	-1	0	-6	4	0.1	/	-2	-1

Structures from the list above with a Cl atom:
SMILES	Cneo AK release	GSIS activator	PglD inh	C2C12 statin	F508del corr	FN deposit inh	miR122 inh	PGC1a acetyl inh
Clc1cccc(-c2nnc(-c3ccccc3)o2)c1	-6	/	0	2	/	/	0	-8
CC1(C)N=C(N)NC(Nc2ccccc2Cl)=N1	1	46	4	-5	-0.8	-2	1	8

Additional records:
SMILES	Cneo AK release	GSIS activator	PglD inh	C2C12 statin	F508del corr	FN deposit inh	miR122 inh	PGC1a acetyl inh
COc1cccc(-c2ccc(NC(=O)C3CCCN(Cc4ccccn4)C3)cc2)c1 (stereo unspecified)	1	1	1	-8	0.7	8	6	-19
C[C@@H]1CCCCO[C@H](CN(C)Cc2ccc(C(=O)O)cc2)[C@@H](C)CN([C@@H](C)CO)C(=O)c2cc(NC(=O)NC3CCCCC3)ccc2O1	1	4	1	/	-1.4	/	4[16.7 µM]	2
C[C@H]1CN([C@@H](C)CO)C(=O)c2cc(-c3ccc(C(=O)N(C)C)cc3)cnc2O[C@@H]1CN(C)C(=O)C1CC1	-4	1	1	8	-2.3	1	-5[16.7 µM]	1
CCOC(=O)C1(CC2CC2)CCN(Cc2cnc(-c3ccc(OC)cc3)nc2)CC1	/	4	/	/	0.4	5	/	-6
COCC1CCN(C(=O)c2ccc3nc(Cc4cccc(Cl)c4)oc3c2)CC1	0	-13	-2	5	-4.1	-5	-4	-6
O=C(O)CCC(=O)Nc1ccc(SSc2ccc(NC(=O)CCC(=O)O)cc2)cc1	0	3	-6	6	-1.2	1	-3	6
COc1ccc(OC)c(NC(=O)CSc2nnc(CNC(=O)c3ccccc3F)o2)c1	-1	17	3	-1	1.0	-12	-5	2
O=C(CN1CCN(C(=O)c2c(F)cccc2F)CC1)Nc1ccccc1F	6	-4	2	8	/	/	35	3
CCOc1ccccc1NC(=O)N1CCCC1C(=O)Nc1nnc(CC)s1 (stereo unspecified)	0	/	-2	-4	/	/	0	0
CCC(=O)Nc1ccc(S(=O)(=O)Nc2cc(C)on2)cc1	/	5	/	/	/	-6	2	2
CCc1ccc(CNn2cnnc2SCC(=O)NC(C)(C)C)cc1	0	-1	-6	-13	/	-7	-2	-10
CCC(=O)N[C@@H]1CC[C@@H](CCNC(=O)Nc2ccc(F)cc2)O[C@H]1CO	1	-2	2	-3	-3.5	4	/	-1
Cc1ccc(S(=O)(=O)n2ccc3cccnc32)cc1	0	/	-1	12	/	0	1	-13
O=C1CNC(=O)N1CC(=O)N1CCCc2ccccc21	1	29	-3	2	/	-4	-5	-9
COc1cccc(CNC(=S)Nc2ccc3c(c2)c(=O)n(C)n3Cc2ccccc2)c1	-3	3	-1	-1	-2.0	19	5	-12
Cn1ncc(C#N)c1NC(=O)c1nn2cccnc2c1Cl	5	60	-2	5	/	/	/	/
CCN(C[C@H]1N[C@@H](CO)[C@@H]1c1ccc(-c2ccccc2)cc1)C(=O)COC	4	-8	3	7	4.1	-3	19[16.7 µM]	10
COc1ccc(CN2CCN(c3ccccn3)CC2)cc1OCc1ccccc1	0	/	-1	14	/	/	-5	-6
COc1cccc(C(=O)Nc2cccc(C(=O)NCC(C)C)c2)c1	4	29	2	/	/	16	0	0
O=C(OCC(=O)N1CCCC1=O)c1cc(S(=O)(=O)N2CCOCC2)ccc1F	0	9	0	-9	-1.4	/	3	/
COc1ccccc1OCC(=O)Nc1ccc(S(=O)(=O)NC(C)=O)cc1	0	/	4	0	/	/	-3	12
CCOC(=O)c1c(C)[nH]c(C(=O)COC(=O)/C=C/c2cccc(OC)c2OC)c1C	11	/	-3	/	-1.6	2	3	6
COc1ccc2oc(-c3ccccc3)c(C(N)=O)c2c1	0	/	-2	/	/	0	6	/
CCOC(=O)[C@H]1[C@H]2COc3ccc(C)cc3[C@@H]2N2C(=O)CN(Cc3ccc(C)cc3)C(=O)[C@@]12C	7	-11	6	-7	0.2	6	-4	/
COc1cc(C(=O)NCc2nnc(SCC(=O)Nc3cc(C)cc(C)c3)o2)cc(OC)c1OC	1	/	-5	4	/	-11	-10	4
CC(=O)CCn1cc([N+](=O)[O-])nc1C	/	2	/	/	-1.3	10	/	-6
Cc1ccc([C@H]2C[C@@H](n3cc(COC(=O)c4ccccc4)nn3)[C@H](O)CN2CC2CCCCC2)cc1	-1	-6	-1	9	2.4	5	-4	-9
CCCCNC(=O)CSc1nc(O)c(Cc2ccc(OC)cc2)c(=O)[nH]1	0	21	2	/	0.3	-3	-1	4
CCOc1ccc(N(CC)C(=O)CCS(=O)(=O)c2cccc3nonc23)cc1	2	0	-1	0	0.6	-4	-7	11
CCCS(=O)(=O)NC(=O)C1(C)CCCN(C(=O)c2ccco2)C1 (stereo unspecified)	4	7	-4	-1	-4.3	-1	-8	-1
COc1ccc(CN2[C@H](CO)[C@@H]3c4ccccc4NC[C@@H]32)cc1	4	8	-2	28	0.5	-12	-7[16.7 µM]	2
O=C(Nc1ccncc1)c1cc(S(=O)(=O)N2CCCC2)ccc1Cl	1	14	-2	10	0.6	15	-6	1
CCC(=O)OC1(C#CCOc2ccc(OC)cc2)CCN(C)CC1	1	/	-1	-6	/	5	2	-1
C#CCOC(=O)Nc1cnccc1C(F)(F)F	0	3	7	-8	-1.4	-3	3	/
COc1ccc(CN2CCC(CO)(CCOc3ccccc3)CC2)c(OC)c1C	1	-16	0	-8	0.1	-2	2	-8
COc1ccc(CN2[C@H](CO)[C@@H]3c4ccccc4N(C(=O)c4ccccc4)C[C@@H]32)cc1	-4	-2	2	18	0.4	-8	0[16.7 µM]	-9
CC1=C(C(=O)N(C(C)C)C(C)C)CC(CC(=O)NCc2cccs2)C(=O)N1Cc1ccc(C(C)(C)C)cc1 (stereo unspecified)	-9	/	-5	-8	1.1	-13	-6	-19
COc1cccc(N2C(=NC(=O)c3ccccc3)SC3CS(=O)(=O)CC32)c1 (stereo unspecified)	0	11	1	?	0.0	5	0	?
COc1ccccc1CN1CC(C(=O)N2CCC(OC)CC2)CCC1=O (stereo unspecified)	23	1	0	1	-0.2	0	-3	-1

Three structures out of the list, ordered by length of the SMILES, rising.
SMILES	Cneo AK release	GSIS activator	PglD inh	C2C12 statin	F508del corr	FN deposit inh	miR122 inh	PGC1a acetyl inh
COc1ccccc1CN1CC(C(=O)N2CCC(OC)CC2)CCC1=O (stereo unspecified)	23	1	0	1	-0.2	0	-3	-1
COc1ccc(CN2[C@H](CO)[C@@H]3c4ccccc4NC[C@@H]32)cc1	4	8	-2	28	0.5	-12	-7[16.7 µM]	2
COc1ccc(CN2[C@H](CO)[C@@H]3c4ccccc4N(C(=O)c4ccccc4)C[C@@H]32)cc1	-4	-2	2	18	0.4	-8	0[16.7 µM]	-9

No enrichment for hits; 2.1% or so of the library scored in one or more.
